Bioassay records: PubChem, National Center for Advancing Translational Sciences (NCATS)
D3 antag = blocks the human D3 dopamine receptor. P35462. D3R cells, DiscoveRx beta-arrestin luminescence, antagonist mode; hits give low values. max response, negative = inhibition, %. hit rate 2.5% among 360,000. AID 652054; in the data active = max response below about -50%; inconclusive = no clear call, values can overlap the other calls; note: % is set by controls: 0 for no effect and ±100 for the full control effect; mostly tested at two doses, the higher about 12 µM
Target sequence (P35462 whole entry, looked up): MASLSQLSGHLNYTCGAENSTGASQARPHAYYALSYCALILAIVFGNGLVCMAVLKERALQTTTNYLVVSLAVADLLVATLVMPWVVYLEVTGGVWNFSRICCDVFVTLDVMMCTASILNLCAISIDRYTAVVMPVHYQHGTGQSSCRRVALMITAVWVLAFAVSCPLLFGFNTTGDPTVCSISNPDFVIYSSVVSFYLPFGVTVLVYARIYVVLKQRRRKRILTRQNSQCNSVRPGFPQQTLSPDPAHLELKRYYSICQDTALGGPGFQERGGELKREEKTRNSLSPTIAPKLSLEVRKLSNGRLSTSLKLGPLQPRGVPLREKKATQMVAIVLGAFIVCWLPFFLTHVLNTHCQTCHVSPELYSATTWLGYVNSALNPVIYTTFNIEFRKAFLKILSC
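Cells expressing the human receptor were seeded at 1500 cells/well, incubated overnight at 37 degrees C in 5% CO2, then exposed to library compounds with dopamine controls for 90 minutes at 37 degrees C before luminescent detection.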
EPAC2 antag = antagonists of human EPAC2; Q8WZA2; EPAC2 GEF exchange of Rap1B-BODIPY-GDP, fluorescence; Potency, µM (series often up to 114 µM), without a hit: at the top dose activity, negative = inhibition, most hits filed as inhibitors; hit rate 0.18% among 360,000; note: potency is the fitted concentration of half-maximal effect; % is set by controls: 0 for no effect and ±100 for the full control effect; nearly all actives have a fitted effect of over 45% in size; many of its hits are not listed in these tables
D3 ag = activates the human D3 dopamine receptor. D3R DiscoveRx beta-arrestin cells, luminescence, 90 min. hit rate 0.58% among 410,000. P35462. max activation, %; in the data active = max activation above about 30%; note: 0% is about no effect; mostly tested at two doses, the higher about 12 µM
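Cells at 1500/well, incubated overnight, then treated with pinned compounds (dopamine as control) for 90 min at 37 degrees C. DiscoveRx reagent added for 30 - 60 minutes at room temperature; luminescence read.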
Abeta yeast res = A-beta toxicity reversal in yeast | hit rate 0.063% among 410,000 | Potency, µM (doses to about 46.1 µM), for inactives: at the top dose growth rescue, usual class: activators | yeast expressing A-beta42, growth rescue, OD600, 48 h; response scale: 0% DMSO, 100% iron-clioquinol control | AID 1347071; note: potency is the fitted concentration of half-maximal effect; nearly all actives have a fitted effect of over 55% in size
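Growth rescue measured by 600 nm absorbance after 48 h yeast culture at 30 C with compound. Values normalized between DMSO and an equimolar ferric chloride plus clioquinol control.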
TDP-43 yeast inh = TDP-43 toxicity inhibition in yeast | TDP-43 expressing yeast growth rescue, BacTiter-Glo, 24 h | Potency, µM (top dose mostly 46.1 µM), inactives show at the highest dose growth rescue (activation), usual class: activators | hit rate 1.8% among 410,000; note: potency is the fitted concentration of half-maximal effect; % of control where 0% means no effect; nearly all actives have a fitted effect of over 50% in size
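Growth rescue of TDP-43-toxic yeast measured as ATP luminescence (BacTiter-Glo). Cells grown to mid-log in raffinose, induced in galactose at OD600=0.02, exposed to compound 24 hr at 30 deg C.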
EPAC2 ag = EPAC2 (human) agonism; hit rate 0.079% among 360,000; AID 720711; Potency, µM (highest dose often 154 µM), without a hit: top-dose activation, usual class: activators; EPAC2 activation, biochemical qHTS; response scale: 100% = 6.5 mM cAMP response; Q8WZA2; note: potency is the fitted concentration of half-maximal effect; nearly all actives have a fitted effect of over 50% in size
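Each well held 100 nM EPAC2, 250 nM RAP1B-BODIPY-GDP and 50 uM GDP. Fluorescence, read at 5-min intervals to 30 min, was referenced to a 6.5 mM cAMP positive control.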
aSyn yeast inh = alpha-synuclein toxicity inhibition in yeast. Yeast expressing alpha-synuclein, growth rescue, BacTiter-Glo, 24 h. Potency, µM (doses to about 46.1 µM), without a hit: at the highest dose growth rescue (activation), hits mostly activators. hit rate 0.14% among 370,000. AID 652106; note: potency is the fitted concentration of half-maximal effect; % of control where 0% means no effect; nearly all actives have a fitted effect of over 65% in size
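Galactose-induced alpha-syn yeast (OD600=0.02, raffinose-pregrown) + pinned cpd, 24 hr, 30 deg C; growth by BacTiter-Glo luminescence. Growth restoration scores as activation.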
FUS suppressor = FUS proteinopathy suppression in yeast; S. cerevisiae FUS-expressing, growth rescue, OD600, 24 h; Potency, µM (highest dose often 76.6 µM), inactives show at the top dose growth rescue (activation), most hits filed as activators; hit rate 0.24% among 390,000; AID 1347120;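 note: potency is the fitted concentration of half-maximal effect; plate controls were DMSO vehicle for no effect and reference control for full effect; nearly all actives have a fitted effect of over 55% in size; some results filed as inactive show a strong effect at the top dose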
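Absorbance at 600 nm, taken 24hr after compound addition, measured rescue of FUS-yeast growth at 30C. Induction used 2% galactose with seeding at OD 0.005. Controls: CP55940 from 92uM final, DMSO only.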
Starred values were filed as active, the others as inactive; ? = inconclusive; / = no result given; [ ] = another dose, or the depositor's remark. Unless noted, calls come from the whole dose curve; as a rule, active = well fitted curve in the direction sought with a large enough effect; inconclusive = small, poorly fitted or top-dose-only effect, or another doubt; inactive = no such curve, though single readings can be large; an effect the other way counts as inactive or inconclusive.

SMILES	D3 antag	EPAC2 antag	D3 ag	Abeta yeast res	TDP-43 yeast inh	EPAC2 ag	aSyn yeast inh	FUS suppressor
CCN(CC)c1ccc(/C=C2/C(=O)c3ccc(C(=O)O)cc3C2=O)cc1	-56*	?	-11	10%	-1%	9%	4%	12%
O=C(O)C1=CC[C@@H](c2ccc(Cl)cc2)N(S(=O)(=O)c2ccc(Cl)cc2)[C@H]1c1ccc(Br)cc1	-6	?	-13	-31%[inhibitor]	?	-14%	3%	13%
CC(=O)C(C)Sc1nnc(-c2ccccc2F)n1C1CC1 (stereo not given)	9	2%	8	1%	1%	-2%	1%	1%
O=C(OCc1ccco1)c1ccc2c(c1)N(Cc1cccc(F)c1)C(=O)c1ccccc1S2	/	/	-2	3%	0%	/	0%	5%
CCCCN(C(=O)c1c(CC)noc1C)c1c(N)n(CCCC)c(=O)[nH]c1=O	-3	0%	-4	-3%	-16%	13%	-3%	27%
CCN(CC)C(=O)Cn1cc(/C=C(\C#N)C(=O)N2CCN(c3ccccc3)CC2)c2ccccc21	11	-4%	2	6%	-13%	7%	13%	?
Cc1cc(NC(=O)COC(=O)c2ccc(S(=O)(=O)N3CCCc4ccccc43)cc2)no1	5	-5%	8	?	11%	13%	?	-3%
COc1cc(NC(=O)c2ccc(C)cc2C)ccc1NC(=O)c1cc2ccccc2o1	-2	6%	4	9%	9%	0%	-3%	-16%
O=C(NC1CCCCC1)C(Cc1ccccc1)NS(=O)(=O)c1cccs1 (stereo not given)	2	3%	-4	0%	-13%	6%	1%	-17%
COc1ccc(CNC(=O)Cn2ncc3c4ccccc4n(Cc4cccc(Cl)c4)c3c2=O)cc1	/	/	6	-7%	0%[9.22 µM]	/	/	-7%
COc1ccc2nc(SCC(=O)Nc3ccccc3C)[nH]c2c1	-8	-3%	-15	-11%	-12%	9%	-6%	11%
COc1ccc(NC(=O)c2cccc(NS(=O)(=O)c3ccccc3)c2)cc1	5	-11%	0	2%	16%	3%	10%	14%
Cc1ccc(N2CC(C(=O)N3CCC(C(=O)Nc4nncs4)CC3)CC2=O)cc1 (stereo not given)	6	-1%	5	-3%	-17%	9%	1%	25%
CC(C)(C)c1ccc(C(=O)Oc2ccc3c(c2)OCC3=O)cc1	-20	-15%	2	-13%	6%	0%	0%	?
CCN(CC)c1ccc2cc(-c3nnc(Nc4ccc(C)cc4)s3)c(=O)oc2c1	/	/	-1	0%	23%	/	-6%	-11%
CCCNCCC(c1ccco1)c1ccccc1OC (stereo not given)	-26	-4%	-5	2%	12%	3%	4%	17%
O=C(NCCCN1CCOCC1)c1ccc(Br)cc1	0	22%	-12	-15%	-30%	3%	-5%	7%
c1ccc2c(c1)OCC(c1nnc3n1-c1ccccc1SC3)O2 (stereo not given)	-9	4%	5	-27%	?	5%	-8%	20%
COc1ccc(CNc2ccc(C(=O)O)cc2)cc1	1	16%	4	25%	?	-3%	-9%	14%
Cc1ccc(/C=C/C(=O)OCC(=O)NC(C)C)o1	1	0%	-3	6%	-16%	10%	-11%	1%
COc1ccc(CN=Cc2c(C(=O)O)[nH]c3ccccc23)cc1	5	-2%	-12	-4%	-1%	-3%	5%	-17%
CCOC(=O)C1CCN(C(=S)Nc2ccc(Cl)cc2C)CC1	10	10%	23	21%	-11%	0%	4%	3%
O=[N+]([O-])c1ccc(/C=C/C2=NN(c3ccccc3)C(c3ccco3)C2)cc1 (stereo not given)	-9	2%	-2	24%	-28%	-1%	-13%	39%
CC(C)c1ccc(NC2=CC(=O)CC(C)(C)C2)cc1	-8	-1%	1	-2%	-11%	4%	?	27%
OCCC1CN(Cc2ccc(F)cc2)CCN1CCCc1ccccc1 (stereo not given)	-58*	17%	-18	-14%	-18%	11%	-1%	-18%
SMILES	D3 antag	EPAC2 antag	D3 ag	Abeta yeast res	TDP-43 yeast inh	EPAC2 ag	aSyn yeast inh	FUS suppressor
COc1ccc(-c2noc(COc3ccc(Br)cc3C)n2)cc1OC	/	/	2	-8%	-7%	/	/	-10%
O=C(Nc1cnn(Cc2ccc(F)cc2)c1)C(c1ccccc1)c1ccccc1	-14	-10%	-4	-1%	-28%	21%	-3%	/
COc1ccc(S(=O)(=O)Nc2ccccn2)cc1C	0	-10%	5	-16%	-24%	5%	-11%	15%
O=C(O)c1ccc(N2C(=O)CC(N3C(=O)/C(=C/c4ccc(Cl)cc4)SC3=S)C2=O)cc1 (stereo not given)	-4	-13%	-1	-94%[inhibitor]	6%	1%	-8%	40%
CN(C(=O)CC(NC(=O)c1ccccc1Cl)c1ccccc1)c1ccccc1 (stereo not given)	1	-1%	2	-16%	?	4%	-3%	/
O=C(Cn1c(=O)oc2cc(S(=O)(=O)N3CCOCC3)ccc21)N1CCc2ccccc2C1	-3	4%	-6	-12%	12%	-8%	-4%	-11%
COC(=O)c1cc(C(=O)OC)cc(N2C(=O)CC(NNC(=O)c3ccccc3Cl)C2=O)c1 (stereo not given)	-4	32%[activator]	-1	-14%	-19%	1%	1%	/
CC(OC(=O)c1ccco1)C(=O)NCc1ccc2c(c1)OCO2 (stereo not given)	-9	-1%	2	11%	-8%	4%	3%	3%
O=[N+]([O-])c1ccc(C(c2sc3nc(-c4ccco4)nn3c2O)N2CCC3(CC2)OCCO3)cc1 (stereo not given)	/	/	7	8%	?	/	/	33%
O=c1oc2cc(O)c(Cl)cc2c2ccccc12	-12	5%	-2	7%	-3%	-7%	0%	/
COc1cc(Br)c(/C=C(\C#N)c2nc3ccccc3[nH]2)cc1OC	/	/	-6	-21%	15%	/	/	27%
COc1ccc(NS(=O)(=O)c2csc(C(=O)N3CCCC3)c2)c(OC)c1	6	0%	5	/	10%	2%	4%	15%
COCC(C)n1c(C)cc(C(=O)CSc2nnnn2C2CCCC2)c1C (stereo not given)	6	-10%	-1	16%	6%	4%	7%	5%
CCC(CO)NCc1ccc2c(c1)n(C)c(=O)n2C (stereo not given)	4	-10%	7	-9%	7%	11%	5%	45%
CCOc1ccc(N(Cc2nnc3n2CCCCC3)C(=O)Nc2cccc(C)c2)cc1	5	11%	12	0%	-11%	6%	-1%	9%
COc1cccc(CN(C)C(=O)c2ccc(S(=O)(=O)Nc3ccccc3C)cc2)c1OC	4	-6%	4	4%	12%	3%	6%	13%
C=CCN1C=C2C(=O)C(C)(OC(=O)C3CCCC3)C(=O)C(c3ccccc3)=C2C=C1CCCC(=O)OC (stereo not given)	15	-8%	0	-12%	6%	-6%	-6%	-1%
CCCCc1c(C)nc2c(OC)cccc2c1SCC(=O)O	-25	2%	-2	-12%	-11%	4%	2%	9%
CCOc1ccc2nc(Cl)c(C3CC(c4ccccc4)=NN3C(=O)c3cccs3)cc2c1 (stereo not given)	14	14%	9	-8%	-15%	2%	-2%	-15%
C#CCn1c(S(=O)(=O)Cc2ccc(F)cc2)nc(-c2ccccc2)c1-c1ccccc1	-18	-5%	-13	-4%	-6%	18%	-15%	17%
CNC(=S)N1CCN(c2ccc(Cl)c(Cl)c2)CC1	-13	-5%	-8	14%	-6%[9.22 µM]	10%	22%	17%
O=C(CN1C(=O)NC(Cc2ccccc2)(Cc2ccccc2)C1=O)NCC1CCCCC1	-13	-11%	-4	?	?	-1%	6%	/
Cc1oc(-c2ccc(Cl)cc2)nc1CN1CCC(C(=O)NCc2cccs2)CC1	-27	5%	-1	-16%	-11%	-9%	5%	18%
COc1ccc(N2CCN(CCNC(=O)c3ccc(NC(=O)C4CCCO4)cc3)CC2)cc1 (stereo not given)	-5	-1%	13	-2%	-1%	7%	-1%	5%
COc1ccc(-c2cc(C3CCNCC3)[nH]n2)cc1	12	-1%	-4	-8%	12%	-4%	3%	-9%
SMILES	D3 antag	EPAC2 antag	D3 ag	Abeta yeast res	TDP-43 yeast inh	EPAC2 ag	aSyn yeast inh	FUS suppressor
O=C1C=CC(=O)N1c1ccc(OC(F)F)cc1	-55*	7%	-20	-82%[inhibitor]	?	-1%	-77%[inhibitor]	/
CCc1ccc(C2CC(c3ccc(F)cc3)Nc3nc(N)nn32)cc1 (stereo not given)	-2	-1%	0	-2%	-9%	4%	0%	-3%
COC(=O)CSc1nnc(CNS(=O)(=O)c2ccc(Cl)cc2)n1C	15	-5%	0	-7%	-7%	-1%	?	25%
O=C(CCl)N(C1CCCC1)C1CCS(=O)(=O)C1 (stereo not given)	-3	6%	8	-3%	4%	3%	-2%	-8%
CCOC(=O)c1ccc(NC(=O)COc2ccc(S(=O)(=O)NC(C)(C)C)cc2)cc1	18	6%	2	-3%	17%	-2%	-2%	17%
Oc1ccccc1-c1nc(-c2cccs2)c(-c2cccs2)[nH]1	/	/	-4	-7%	?	/	/	13%
Cc1c(C=O)c(C=O)c(C)n1Cc1ccccc1	7	7%	2	-43%[inhibitor]	7%	-1%	-10%	11%
COC(=O)CCC(=O)N1CCc2cc(S(=O)(=O)N3CCN(c4ccccc4Cl)CC3)ccc21	-10	1%	-6	1%	1%	11%	7%	-18%
Cc1ccc(N(C)C(CNS(=O)(=O)c2ccccc2)c2ccccc2)cc1 (stereo not given)	/	/	1	-2%	?	/	/	14%
CCOc1ccc(C(=O)CCC(=O)Nc2cccc(S(=O)(=O)N3CCCCC3)c2)cc1	-9	-13%	2	2%	-15%	5%	11%	/
CCN(CC(=O)Nc1c(F)cccc1F)C(=O)c1cn2ccccc2n1	25	1%	1	-9%	7%	8%	0%	-18%
Cc1cc(-c2sccc2Br)nc(-n2cccc2)n1	20	-12%	-5	-31%	-6%	-5%	-8%	18%
CC1CC(=O)Nc2ccccc2N1C(=O)Cn1cnc2ccccc2c1=O (stereo not given)	2	12%	1	-9%	7%	3%	0%	-4%
COC(=O)c1ccc(S(=O)(=O)N2CCCN(Cc3cccc(Br)c3F)CC2)n1C	-2	-17%	-8	4%	-1%	23%	-9%	13%

3 compounds out of the list, ordered by molecular weight, lowest first.
SMILES	D3 antag	EPAC2 antag	D3 ag	Abeta yeast res	TDP-43 yeast inh	EPAC2 ag	aSyn yeast inh	FUS suppressor
Oc1ccccc1-c1nc(-c2cccs2)c(-c2cccs2)[nH]1	/	/	-4	-7%	?	/	/	13%
CCc1ccc(C2CC(c3ccc(F)cc3)Nc3nc(N)nn32)cc1 (stereo not given)	-2	-1%	0	-2%	-9%	4%	0%	-3%
CCN(CC(=O)Nc1c(F)cccc1F)C(=O)c1cn2ccccc2n1	25	1%	1	-9%	7%	8%	0%	-18%

These rows are one share of the data (hit frequency here may not be typical).
